# Bioassay records as filed in PubChem.
# IDE cell inh: inhibits human insulin-degrading enzyme in HEK cells. P14735. FAbetaB cleavage, fluorescence polarization. inhibition, % at 5.59 µM. hit rate 0.41% among 320,000;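 active = percent inhibition above the average of all tested compounds plus 3 SD, set per screening campaign, cut at about 16% in these data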;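 note: IDE supplied by intact live HEK cells; FP after avidin binding of uncleaved biotin substrate so inhibition keeps polarization high; 0% = DMSO wells and 100% = 60 µM reference IDE inhibitor Ii1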
# CRFR2-BP ag: agonists of human CRF-binding protein/CRF-R2 receptor complex; hit rate 0.46% among 350,000; activation, % at 13.2 µM; HEK293 CRF-R2/CRF-BP, calcium dye fluorescence (FLIPR); percent of saturating CRF peptide response;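 active = activation of at least 50%, plus an integration ratio under a set limit after plate pattern correction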;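 note: plate controls were neutral control wells without compound for no effect and CRF at EC100 for full effect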
# M4 ag: CHRM4 agonism in calcium assay. hit rate 0.14% among 360,000. P08173. CHO-K1 hM4/Gqi5, Fluo-8 calcium fluorescence; vehicle 0%, full acetylcholine response 100%. activation, % at 3 µM;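 active = activation above the run mean over all test wells plus 3 SD, cut at about 32% in these data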;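 note: peak over basal fluorescence ratio per well then scaled between controls; 0% = DMSO wells and 100% = acetylcholine at EC100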
# Target sequence (P08173 whole entry, looked up): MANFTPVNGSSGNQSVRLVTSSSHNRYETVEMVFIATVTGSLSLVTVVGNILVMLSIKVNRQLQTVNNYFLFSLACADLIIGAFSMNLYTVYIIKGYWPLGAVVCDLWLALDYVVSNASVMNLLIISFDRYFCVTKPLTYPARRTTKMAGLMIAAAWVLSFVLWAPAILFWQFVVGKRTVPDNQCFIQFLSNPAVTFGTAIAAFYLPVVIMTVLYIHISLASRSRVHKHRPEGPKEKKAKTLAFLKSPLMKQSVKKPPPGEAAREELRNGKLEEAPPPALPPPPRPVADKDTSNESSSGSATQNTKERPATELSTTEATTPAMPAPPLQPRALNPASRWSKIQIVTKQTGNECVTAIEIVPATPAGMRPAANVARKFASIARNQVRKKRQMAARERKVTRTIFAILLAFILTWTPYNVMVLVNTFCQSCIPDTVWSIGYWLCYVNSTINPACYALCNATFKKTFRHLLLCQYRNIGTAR
# M5 ag: agonists of human muscarinic M5 receptor (CHRM5) | hit rate 0.19% among 360,000 | P08912 | activation, % at 3 µM | AID 624037 | CHO-K1 hM5 cells, Fluo-8 calcium fluorescence; 0% DMSO wells, 100% maximal acetylcholine response;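 active = activation above the run's mean over test compounds plus 3 SD, cut at about 23% in these data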;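 note: signal is peak over basal fluorescence ratio across the kinetic read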
# Target sequence (P08912 whole entry, looked up): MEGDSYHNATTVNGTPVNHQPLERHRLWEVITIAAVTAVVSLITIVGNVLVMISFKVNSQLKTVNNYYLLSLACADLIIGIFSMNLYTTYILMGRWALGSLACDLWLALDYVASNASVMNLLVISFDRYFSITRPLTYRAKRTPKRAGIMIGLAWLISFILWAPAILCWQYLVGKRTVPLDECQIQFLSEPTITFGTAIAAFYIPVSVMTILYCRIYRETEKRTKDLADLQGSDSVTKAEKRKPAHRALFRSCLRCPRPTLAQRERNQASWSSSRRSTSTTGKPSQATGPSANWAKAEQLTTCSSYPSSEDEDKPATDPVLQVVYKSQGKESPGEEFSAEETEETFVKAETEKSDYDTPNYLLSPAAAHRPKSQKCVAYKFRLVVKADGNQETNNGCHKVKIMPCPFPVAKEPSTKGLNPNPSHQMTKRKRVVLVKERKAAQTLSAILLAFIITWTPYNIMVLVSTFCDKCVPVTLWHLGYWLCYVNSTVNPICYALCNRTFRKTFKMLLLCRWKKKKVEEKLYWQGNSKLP
# CHRM4 PAM: CHRM4 positive allosteric modulation; CHO-K1 hM4/Gqi5, Fluo-8 calcium fluorescence, ACh EC20; 0% = ACh EC20, 100% = maximal ACh; hit rate 0.4% among 360,000; P08173; activation, % at 3 µM;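 active = activation above its plate's cutoff, the mean activation of sample wells plus 3 SD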; note: some results filed as inactive read as strong as hits
# M5 PAM: CHRM5 positive allosteric modulation; hit rate 0.3% among 360,000; CHO-K1 hM5, Fluo-8 calcium, ACh EC20 PAM; 0% = ACh EC20, 100% = ACh EC100; AID 624038; P08912; activation, % at 3 µM;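 active = activation above the run cutoff, the mean activation of all test compounds plus 3 SD, cut at about 18% in these data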
#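 Assay system: CHO-K1 hM5 cells. Also added: acetylcholine at EC20 concentration, added after compound. Dosing: 3 µM, single dose. Times: compound preincubation 140 s before EC20 acetylcholine addition. Signal: Fluo-8 calcium fluorescence. Measure: % activation relative to EC20 and EC100 ACh responses. Repeats: singlicate, one well per test compound.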
# CRFR2-BP antag: CRF-BP/CRF-R2 complex antagonism; hit rate 0.59% among 350,000; inhibition, % at 11.8 µM; HEK293 CRF-R2/CRF-BP, CRF-induced calcium fluorescence; AID 588475;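 active = inhibition of the ligand-induced calcium signal above about 50% at the single tested concentration, limit read from the data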
# CHRM4 antagonist: CHRM4 antagonism in calcium assay; hit rate 0.73% among 360,000; P08173; inhibition, % at 3 µM; CHO-hM4 cells, ACh EC80, Fluo-8 calcium fluorescence; AID 624125;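 active = inhibition above its plate's cutoff, the mean inhibition of sample wells plus 3 SD, cut at about 27% in these data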;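 note: 0% = acetylcholine EC80 with DMSO and 100% = DMSO without agonist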
# M5 antag: antagonists of human muscarinic M5 receptor (CHRM5). P08912. CHO-hM5 cells, Fluo-8 calcium fluorescence, ACh EC80. inhibition, % at 3 µM. hit rate 0.59% among 360,000;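 active = inhibition above a per-plate cutoff, the mean of that plate's test compounds plus 3 SD, cut at about 27% in these data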;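 note: 0% = acetylcholine EC80 with DMSO and 100% = DMSO without agonist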
# Starred values were filed as active, the others as inactive; x = not tested or not shown. Hits appear at their usual frequency; about 2.9% have a hit in one of these screens.
SMILES,IDE cell inh,CRFR2-BP ag,M4 ag,M5 ag,CHRM4 PAM,M5 PAM,CRFR2-BP antag,CHRM4 antagonist,M5 antag
O=C(NCC(=O)N(c1cnc2ccccc2c1)C(C(=O)NC1CCCC1)c1ccncc1)c1ccco1 (stereo unspecified),6,-1.7,0,-4,12,-1,17,6,-5
Cc1ccc(Nc2nnc(SCC(=O)Nc3cc(C(=O)O)ccc3C)s2)c(C)c1,8,0.1,0,5,5,1,12,-7,9
COc1ccc(NC(=O)CCN2CCN(S(=O)(=O)c3ccc(Cl)cc3)CC2)cc1,6,-1.8,17,2,5,-3,8,-9,-4
Cc1csc(N=Nc2ccc(N(C)C)cc2)[n+]1[O-],x,-2.5,-1,0,3,-4,3,-4,1
Cc1ccc(CNC(=O)C2CCCN2C(=O)Nc2cccc(Cl)c2)cc1 (stereo unspecified),-1,-2.9,-1,1,-5,8,7,1,4
C/C(CCc1ccccc1)=N\NC(=O)COc1ccccc1C,7,1.4,1,1,-6,-1,-3,3,3
CCC(NC(=O)Cc1cccs1)c1ccccc1 (stereo unspecified),-3,0.3,0,-8,-2,15,17,-3,-10
CCOc1cc(NC(=O)c2ccco2)c(OCC)cc1NC(=O)CCC(=O)NCc1cccnc1,5,0.9,3,4,-2,-15,34,-2,13
COc1cccc(CC(=O)Nc2nccs2)c1,-1,-0.2,2,2,2,2,5,-5,-1
CC(C)[C@H]1C=C(C(=O)O)O[C@@H](OCc2ccc(CO)cc2)C1,8,-0.1,1,7,10,3,2,-2,6
CCCCC(=O)NN(C)c1nc(-c2ccccc2)nnc1C(F)(F)F,0,-2.7,0,-7,7,10,-14,-6,-5
CCOCCCNC(=O)c1[nH]c(C)c(C(C)=O)c1C,-2,2.6,4,3,15,3,4,-1,-1
CCc1ccc(N2CCN(S(=O)(=O)CC34CCC(CC3=O)C4(C)C)CC2)cc1 (stereo unspecified),x,4.6,3,2,2,2,-21,-9,-5
CCOC(=O)C1=C(c2ccccc2)Nc2c(c(=O)n(C)c(=O)n2C)C1c1ccc(O)c(OC)c1 (stereo unspecified),8,-0.9,1,1,19,0,-1,7,3
O=C(N[C@H]1C=C[C@H](CC(=O)N2CCCCC2)O[C@@H]1CO)c1cccc(F)c1,x,x,1,2,10,0,x,-4,1
O=C(NCc1ccncc1)/C(=N/O)c1ccccc1,-2,3.1,2,-2,15,-1,-26,-11,-3
O=C(NC1CCCCCC1)C1CC(=O)N(c2ccc(Cl)cc2)C1 (stereo unspecified),-1,0.2,2,2,-4,0,-6,3,2
CCc1nnc(NC(=O)NCN2C(=O)C3C4C=CC(C4)C3C2=O)s1 (stereo unspecified),6,-1.8,0,0,-2,-1,-9,2,-1
C[C@H]1CCC2[C@](C)(CO)[C@@H](O)CC[C@]2(C)[C@@]12CCC(CO)(CCO)O2 (stereo partly specified),-2,0.4,1,-1,2,-2,-7,5,11
COc1ccc(S(=O)(=O)N2CCC(C(=O)NCC3CCCCC3)CC2)cc1,1,0.9,5,-2,2,0,-5,-7,7
Cc1ccc(C(=O)NCC(=O)Nc2ccc(F)c(F)c2F)cc1,4,-4.1,0,-3,-6,1,-7,14,10
O=C(NCCOc1ccccc1)c1cccc(S(=O)(=O)NCc2ccccc2)c1,10,-3.7,7,2,-2,-9,3,-5,7
COc1ccccc1N=NNc1ccccc1OC,x,-1.1,0,-2,4,-7,12,-6,11
CN(CC(=O)Nc1ccc(F)cc1Cl)Cc1cccs1,3,0.5,0,-3,-2,3,-23,1,-2
COc1ccc(OC)c(-c2cc(C(=O)Nc3cc(C)on3)no2)c1,-2,-5.0,-1,1,8,5,-26,5,-2
Cc1ccc(NC(=O)CCC(=O)c2cccs2)c(Br)c1,-4,0.6,1,-5,-2,-1,8,8,5
Cc1ccc(Nc2nc(N)nc(CSCCO)n2)cc1,-1,-1.0,0,-2,-5,0,-8,5,-2
O=C(CSc1nccn1-c1ccc(F)cc1)NCc1ccc2c(c1)OCO2,4,-2.5,1,-1,-1,2,10,-5,2
CCOc1ncccc1C(=O)OCC(=O)NC(=O)c1ccccc1,0,-0.8,1,1,-2,2,-1,7,3
COc1cccc(NS(=O)(=O)c2ccc(C)c(C(=O)N3CCCCC3)c2)c1,0,-0.5,1,-2,-2,-1,11,5,6
COc1cccc(CN(C)CC(=O)NC(=O)NCc2ccco2)c1,7,0.4,0,-1,-2,-2,21,0,4
CN(C)C(=O)COC(=O)c1cccnc1Nc1ccccc1F,2,-1.0,0,-3,0,8,8,1,-7
Cn1c(=O)oc2cc(S(=O)(=O)N3CCC(C(=O)NCc4cccs4)CC3)ccc21,-2,1.8,3,-1,0,-7,12,-1,-1
Clc1cccc2sc(N3CCCC3)nc12,1,-2.0,0,-2,3,-1,-12,-3,-1
Cc1cccc(NS(=O)(=O)c2ccc(C)c(C(=O)NCC(c3ccccc3)N(C)C)c2)c1 (stereo unspecified),5,0.1,6,2,-1,0,-14,-4,5
Cc1ccc(/C=C/C(=O)OCC(=O)NCCN2C(=O)CSC2=O)o1,-2,-0.3,1,1,-1,1,-16,10,11
C=CCN(Cc1cccs1)C(=O)CN1CCN(S(=O)(=O)c2ccc3c(c2)OCCCO3)CC1,-2,-0.3,2,-1,4,-12,13,-7,0
CC(C)(C)c1cc(N2CCOCC2)n2ncc(-c3ccccc3)c2n1,-4,2.9,1,-2,6,6,-7,-24,-7
c1ccc2nc(-c3nc4ccccc4[nH]3)ccc2c1,6,6.1,2,0,14,-2,-17,5,0
CCCOc1ccc(C(=O)NNC(=S)NC(C)=O)cc1,0,-1.3,-1,-4,6,8,-6,6,-4

# Rewritten with two lines to a compound: entries from further up
# Second line of a record: IDE cell inh, CRFR2-BP ag, M4 ag, M5 ag, CHRM4 PAM, M5 PAM, CRFR2-BP antag, CHRM4 antagonist, M5 antag
> c1ccc2nc(-c3nc4ccccc4[nH]3)ccc2c1
    6, 6.1, 2, 0, 14, -2, -17, 5, 0
> CCCOc1ccc(C(=O)NNC(=S)NC(C)=O)cc1
    0, -1.3, -1, -4, 6, 8, -6, 6, -4

# Additional results
SMILES,IDE cell inh,CRFR2-BP ag,M4 ag,M5 ag,CHRM4 PAM,M5 PAM,CRFR2-BP antag,CHRM4 antagonist,M5 antag
NC(=O)C1(N2CCCCC2)CCN(S(=O)(=O)c2cc(Cl)sc2Cl)CC1,1,-0.1,2,-5,-4,9,-4,0,-5
O=C(CNC1CCCCCC1)Nc1ccccc1N1CCOCC1,4,-1.0,1,-2,-2,0,-20,-2,2
CCC(c1nnnn1C1CCCC1)N1CCN(c2cccc(OC)c2)CC1 (stereo unspecified),9,-1.8,1,-5,-4,3,14,-10,-10
O=C(Cc1ccc(Cl)cc1)Nc1cccc(S(=O)(=O)Nc2ccccc2F)c1,-1,-1.5,6,-3,-5,-2,-1,-1,1
O=C(CN1C(=O)C2C3CCC(C3)C2C1=O)NCc1ccco1 (stereo unspecified),-2,5.8,2,1,4,-5,31,5,14
CC1=CC(C)(C)Nc2ccc(OC(=O)c3ccco3)cc21,50*,0.4,-2,-2,10,-1,19,6,8
CC(=O)Nc1ccc(S(=O)(=O)N(C)c2ccc(OCC(=O)Nc3ccccc3C(C)=O)cc2)cc1,x,2.5,19,4,-8,-24,10,7,16
Fc1ccccc1/C=C/c1ccc2ccccc2n1,1,0.5,-2,-1,-6,-4,-22,4,0
O=C(N1CCN(c2ccccc2F)CC1)C1(c2cccs2)CCOCC1,2,0.2,1,-3,8,-8,-18,14,12
CN(Cc1c(C(=O)N/N=C/c2cc(F)ccc2F)nnn1-c1nonc1N)C1CCCCC1,-13,1.1,0,-4,5,0,3,-5,10
O=C(c1ccccn1)c1ccc2ccccc2n1,-2,0.8,0,-3,-3,4,6,7,7
Cc1ccc2nc(NC(=O)CCNS(=O)(=O)c3cccs3)sc2c1,5,-1.6,15,5,0,-1,-25,8,-6
CC(=O)NC1C(=O)N=C(SCC(=O)NC2CCCCC2)NC1=O (stereo unspecified),4,0.1,1,5,4,4,1,-8,-3
CSCCC(NC(=O)/C(=C/c1ccco1)NC(=O)c1ccco1)C(=O)O (stereo unspecified),-6,3.4,1,1,-1,1,2,-3,1
CC(C)(C)c1ccc(-c2nnc(SCC(=O)O)n2N)cc1,2,-1.2,1,0,18,2,2,3,-1
CCCCCC(=O)N1C[C@@H](O)[C@H](n2cc(-c3ccc(F)cc3)nn2)C[C@@H]1c1ccc(OC)cc1,x,-0.7,2,-1,1,2,12,-13,-2
COc1ccc(C(CNC(=O)COc2ccccc2OC)N(C)C)cc1OC (stereo unspecified),1,1.0,1,-1,-2,9,-6,-6,0
CCOC(=O)C(C(=O)Nc1cccc(C)c1)C1CCCCC1 (stereo unspecified),-2,0.2,-2,-5,-8,3,-31,1,-6
COC(=O)CSc1nnc(-c2ccoc2C)n1-c1ccc(OC)cc1,7,-0.3,0,-6,12,6,-1,-5,4
CCSc1nnc(-c2ccc(S(=O)(=O)N3CCCC3)cc2)n1C,0,0.2,1,-3,3,-3,18,-5,0
Cn1c(N)c(C(=O)COC(=O)c2cccc(S(=O)(=O)N3CCOCC3)c2)c(=O)n(C)c1=O,0,5.3,3,2,4,9,-30,-6,6
C/C(=N\NC(=O)c1[nH]c2c([N+](=O)[O-])cc(C)cc2c1-c1ccccc1)c1cccnc1,1,-1.3,0,0,3,1,4,12,-2
CC(=O)N1Cc2ccccc2CC1C(=O)OCC(=O)c1c(N)n(C)c(=O)n(C)c1=O (stereo unspecified),x,-1.8,0,-1,9,1,0,-7,0
Cc1ccccc1NC(=S)NCc1ccc(Cl)cc1,3,-0.1,2,-4,0,-11,4,1,24
COC(=O)c1ccc(N/C(C)=C/C(=O)c2ccc(C)o2)cc1,4,-2.5,0,1,-3,4,5,13,-4
O=C(O)CCCCCNC(=O)CCn1cnc2ccccc2c1=O,-5,-0.1,1,-1,2,-2,-8,3,0
Cc1noc(C)c1C(=O)N1CCN(S(=O)(=O)c2cccc(Cl)c2Cl)CC1,11,0.2,2,-1,-3,4,-3,0,-4
CNC(=O)CSc1nnc(-c2ccco2)n1-c1cccc(C)c1,-3,0.5,3,-2,2,8,0,-7,2
CC(C)CCNC(=O)C1CCC(=O)N1C(C)C (stereo unspecified),3,2.0,0,2,-1,-6,-3,9,16
Cc1ccc(NC(=O)CN(C)C(=O)Cn2cc(C(F)(F)F)ccc2=O)cc1,-1,-0.2,16,1,-16,-16,36,8,22
CC(=O)N1CCN(c2ccc(NC(=O)c3ccccc3Br)cc2Cl)CC1,6,-0.9,5,-4,-5,-5,-17,-5,4
Cn1c2c(c(=O)n(C)c1=O)CN(CC1CCCO1)CN2 (stereo unspecified),4,-0.2,1,-1,17,-3,14,-4,-4
COc1ccc([C@H]2CC(=O)C=C(c3ccccc3-c3ccccc3)C2)cc1,0,2.8,1,-2,3,-3,-11,-8,9
CC(=O)c1ccc(NC(=O)C(C)Sc2nnc(-c3ccncc3)n2C2CC2)cc1 (stereo unspecified),3,-0.9,2,-4,-4,2,12,2,12

# Looked up above.
# M4 ag with COc1ccc(NC(=O)CCN2CCN(S(=O)(=O)c3ccc(Cl)cc3)CC2)cc1 stands at 17
# IDE cell inh with Cc1noc(C)c1C(=O)N1CCN(S(=O)(=O)c2cccc(Cl)c2Cl)CC1 stands at 11
# M4 ag with Cc1cccc(NS(=O)(=O)c2ccc(C)c(C(=O)NCC(c3ccccc3)N(C)C)c2)c1 (stereo unspecified) stands at 6
# CRFR2-BP ag with CN(CC(=O)Nc1ccc(F)cc1Cl)Cc1cccs1 stands at 0.5
